GalR3 antagonist – GalR3 antagonists in HEK293 cells, primary screen, cell-based, fluorescence readout; HEK293 GalR3-CNG cAMP membrane potential fluorescence; galR3 body fused to GalR1 C-terminus; inhibition, % at 3 µM; AID 651719, 2012; 0.44% of 360,000 active; Galanin receptor type 3 (Homo sapiens), O60755;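 active = inhibition above the screen-wide average plus 3 SD, cut at about 13% in these data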;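 also: forskolin and galanin both at EC90 stimulate the cells; cAMP rise reported by CNG channel membrane potential dye signal; 0% = forskolin plus galanin with DMSO and 100% = forskolin alone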
Target sequence (O60755 1-299 limits assumed): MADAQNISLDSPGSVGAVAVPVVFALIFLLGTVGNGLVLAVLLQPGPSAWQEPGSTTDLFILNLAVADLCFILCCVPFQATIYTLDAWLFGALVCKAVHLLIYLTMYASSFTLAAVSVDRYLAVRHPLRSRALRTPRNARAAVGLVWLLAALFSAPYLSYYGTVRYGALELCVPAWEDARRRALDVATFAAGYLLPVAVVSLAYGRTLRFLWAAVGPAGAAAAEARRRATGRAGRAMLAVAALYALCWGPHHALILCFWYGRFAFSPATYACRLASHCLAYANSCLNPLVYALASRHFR
GPR7 antag – GPR7 receptor antagonists, primary screen, cell-based, fluorescence, single concentration; Neuropeptides B/W receptor type 1 (Homo sapiens), P48145; AID 1861, 2009; 1.1% of 290,000 active; inhibition, % at 4.4 µM; GPR7-expressing cells, fluorescence antagonist assay; in the data active = inhibition above about 16%, passing the limit was not always enough;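 also: cells stimulated with the agonist NPW; 0% = agonist with vehicle and 100% = vehicle without agonist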
Target sequence (P48145 whole entry, looked up): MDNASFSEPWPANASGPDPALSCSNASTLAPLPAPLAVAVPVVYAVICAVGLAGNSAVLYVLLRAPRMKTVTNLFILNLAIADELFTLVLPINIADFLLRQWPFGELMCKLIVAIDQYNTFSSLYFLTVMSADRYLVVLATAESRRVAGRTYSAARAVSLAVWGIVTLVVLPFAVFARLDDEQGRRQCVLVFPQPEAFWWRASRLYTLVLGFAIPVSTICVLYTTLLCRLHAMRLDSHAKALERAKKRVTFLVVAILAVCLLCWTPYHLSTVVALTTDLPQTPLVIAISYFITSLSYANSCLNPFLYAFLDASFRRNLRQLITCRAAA
PfM18AAP inh – PfM18AAP inhibitors, malaria aminopeptidase, primary screen, biochemical, QFRET, recombinant enzyme. H-Glu-NHMec fluorogenic cleavage. inhibition, % at 7.35 µM. M18 aspartyl aminopeptidase (Plasmodium falciparum 3D7). 1.2% of 290,000 active;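 active = inhibition above the campaign mean inhibition over all tested compounds plus 3 SD, cut at about 28% in these data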;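 also: 0% = plate median of test compound wells and 100% = 2 mM ZnCl2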
OXTR potentiate – human OXTR potentiators, primary screen, fluorescence, CHO-OTR cells, Fluo-8 calcium; Oxytocin receptor (Homo sapiens), P30559; Fluo-8 calcium fluorescence, potentiator mode; 0% = oxytocin EC15, 100% = EC100; activation, % at 3 µM; 0.061% of 320,000 active; AID 2445, 2010;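 active = activation above that plate's cutoff, the mean activation of tested compounds plus 3 SD, cut at about 6.6% in these data, passing the limit was not always enough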;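 also: 100% uses oxytocin at 75 nM as the full agonist control; some results filed as inactive read as strong as hits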
Target sequence (P30559 whole entry, looked up): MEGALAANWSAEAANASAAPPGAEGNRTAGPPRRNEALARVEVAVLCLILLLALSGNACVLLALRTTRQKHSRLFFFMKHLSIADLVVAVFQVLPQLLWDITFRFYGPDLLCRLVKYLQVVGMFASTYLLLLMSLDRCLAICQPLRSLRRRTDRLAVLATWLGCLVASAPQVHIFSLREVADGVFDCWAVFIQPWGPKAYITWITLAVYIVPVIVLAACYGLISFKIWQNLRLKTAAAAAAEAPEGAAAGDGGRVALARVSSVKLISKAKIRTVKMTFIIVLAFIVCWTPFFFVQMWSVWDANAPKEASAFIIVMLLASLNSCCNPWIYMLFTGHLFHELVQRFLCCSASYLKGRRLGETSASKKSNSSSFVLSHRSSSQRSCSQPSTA
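Material: CHO-OTR cells, human receptor; compound dosing: single dose, 3.0 µM nominal final compound concentration; schedule: 6 min compound pre-incubation at room temperature, 100 s kinetic read; measured by: kinetic Fluo-8 calcium fluorescence; read-out basis: % activation vs EC15 and EC100 oxytocin; controls: EC15 oxytocin alone as 0%, 75 nM oxytocin as 100%; replicates: singlicate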
V1aR counter – agonists of human V1a receptor, primary screen, counter-screen for OXTR agonist project, fluorescence, CHO-V1R cells; Vasopressin V1a receptor (Homo sapiens), P37288; Fluo-8 calcium fluorescence, agonist mode; 0% DMSO, 100% 3 nM vasopressin; activation, % at 3 µM; 0.25% of 320,000 active;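 active = activation above the mean activation of all tested compounds plus 3 SD, per screening run, cut at about 20% in these data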;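 also: signal is peak over basal fluorescence ratio across a 100 second FLIPR read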
MEKK2 WT-MEK5 – modulators of MEK5 binding to wildtype MEKK2, primary screen, biochemical, multiplex bead flow cytometry, Alexa488-MEK5. Mitogen-activated protein kinase kinase kinase 2 (Homo sapiens), Q9Y2U5. Alexa488-MEK5 binding to MEKK2 WT; actives lie on both sides. binding response (% of control), % at 10 µM. 1.1% of 290,000 active. AID 1531, 2009; in the data active = binding response below about 67% or above about 130%
MEKK2mut PB1 HTS – MEK5 binding signal on mutant MEKK2 PB1, primary screen, biochemical, multiplex bead flow cytometry, Alexa488-MEK5. Alexa488-MEK5 binding to MEKK2 mutant. percent response, % at 10 µM. 0.35% of 290,000 active. AID 1530, 2009; in the data active = percent response above about 24%, passing the limit was not always enough; also: inactives centre near 1; some results filed as inactive read as strong as hits
OXTR ag – human OXTR agonists, primary screen, fluorescence, CHO-OTR cells, Fluo-8 calcium | Oxytocin receptor (Homo sapiens), P30559 | Fluo-8 calcium fluorescence; normalized: DMSO 0%, oxytocin 100% | activation, % at 3 µM | 0.32% of 320,000 active;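 active = activation above the mean of all tested compounds plus 3 SD, cutoff set per screening run, cut at about 20% in these data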;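 also: peak over basal fluorescence ratio from a 100 s FLIPR kinetic read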
NALP1 inh – NALP1 inflammasome inhibitors in reconstituted yeast, colorimetric, S. cerevisiae, triplicate retest; S. cerevisiae NALP1/ASC/caspase-1 growth, X-gal OD620, 72 h; inhibition, % at 10 µM; 0.61% of 280,000 active; in the data active = inhibition mostly above about 24%, no sharp cut-off; inactive = mostly below about 32%; also: some compounds called inactive have numbers as strong as hits
* hit, by the source's call; / = not tested or not shown; [ ] = another dose, or the depositor's remark.

nr | Structure | GalR3 antagonist | GPR7 antag | PfM18AAP inh | OXTR potentiate | V1aR counter | MEKK2 WT-MEK5 | MEKK2mut PB1 HTS | OXTR ag | NALP1 inh
1 | CC(C)(C)c1ccc(C(=O)NNC(=O)c2ccncc2)cc1 | -9 | -3 | 1 | -3 | 1.0 | 96 | 1 | 0.7 | 4
2 | Cc1ccccc1NC(=O)Cc1nc(COC(=O)COc2cccc(C)c2C)cs1 | 9 | / | / | 0 | 1.2 | / | / | -1.9 | /
3 | CCC(C)NCC(O)COCc1ccc(Cl)cc1 (configuration not stated) | -5 | 5 | -4 | -12 | -0.1 | 103 | 9 | 0.7 | 12
4 | COc1ccc(S(=O)(=O)N(C)c2ccc(C(=O)N3CCOCC3)cc2)cc1OC | -4 | -15 | 0 | 6 | 0.6 | 99 | 2 | 3.1 | /
5 | Cc1cc(C(=O)COc2ccc(C#N)cc2)c(C)n1-c1ccc2c(c1)OCO2 | -3 | -6 | 3 | -12 | 3.4 | 96 | -2 | 2.4 | 28
6 | COc1cccc(CN(C)C(=O)CN2C(=O)NC(c3ccccc3)(c3ccccc3)C2=O)c1OC | 0 | / | / | -6 | 1.9 | / | / | 1.3 | /
7 | CCOc1ccc(C2N(c3cc(C)on3)C(=O)C3CCCN32)cc1OC (configuration not stated) | 0 | 0 | -15 | -6 | 0.2 | -2.0*[inhibitor] | -17 | 0.1 | -16
8 | CN(CC(=O)Nc1cccc(S(=O)(=O)NC2=NCCC2)c1)Cc1ccccc1Cl | 1 | / | / | 1 | 0.1 | / | / | 0.1 | /
9 | Brc1ccccc1/C=N/N1CCCCC1 | -3 | -7 | 2 | -4 | -0.1 | 103 | 0 | -0.9 | 7
10 | CN1CCN(C(=O)/C(=C/c2ccc(F)cc2)c2ccsc2)CC1 | -7 | 1 | -6 | -6 | 0.8 | 87 | -6 | 1.1 | 3
11 | Cn1cnnc1SCC(=O)NC1CCCCCC1 | 2 | -10 | -12 | -1 | 0.5 | 108 | 6 | -0.4 | 18
12 | O=C(/C=C/c1ccc(F)cc1)NC(=S)NNC(=O)c1cnccn1 | -6 | -15 | 3 | -1 | -0.1 | 103 | 2 | 0.3 | /
13 | O=C(NCCN1CCOCC1)Nc1ccc(F)cc1 | -7 | -1 | -4 | -4 | 0.5 | 96 | -7 | -0.3 | 7
14 | CCOC(=O)c1c(C)c(C(=O)Nc2ccc(F)cc2)c(C)n1C | -1 | -6 | -1 | -1 | -0.3 | 99 | 5 | -1.0 | 19
15 | O=C(O)C1C(C(=O)Nc2ccc(Cl)cc2)C2C=CC1C21CC1 (configuration not stated) | -4 | 5 | 4 | 6 | 0.1 | 105 | 1 | 2.2 | -10
16 | CC1CCN(C(CNS(=O)(=O)c2ccccc2)c2ccccc2)CC1 (configuration not stated) | -7 | / | / | -4 | -0.9 | / | / | -1.1 | /
17 | COc1ccc(-c2nc(N)n(C(=O)c3ccccc3)n2)cc1 | -2 | -12 | -2 | / | / | 103 | 4 | / | 11
18 | O=C(CSc1ncccc1C(=O)O)NCc1ccc(F)cc1 | 3 | 3 | 1 | -7 | 0.3 | 101 | 0 | 1.7 | 26
19 | CS(=O)(=O)Nc1ccc(Br)cc1C(=O)c1ccccc1 | -6 | 9 | 12 | -7 | -0.3 | 98 | 1 | -2.2 | 41
20 | CCOC(=O)c1c(NC(=O)COC(=O)Cn2cnc3ccccc32)sc(C)c1C | -2 | -2 | 9 | -11 | -0.8 | 113 | 4 | -0.6 | -2
21 | S=C(Nc1ccc2nc(-c3ccccn3)c(-c3ccccn3)nc2c1)N1CCOCC1 | 0 | -9 | 1 | -9 | 0.1 | 100 | 1 | 0.2 | -14
22 | O=C(NCc1ccccc1F)c1ccc(S(=O)(=O)N2CCCCCC2)cc1 | -4 | / | / | -7 | 2.3 | / | / | 0.2 | /
23 | CCC1CCCCN1CCCNC(=O)c1csc2c1CCCCC2 (configuration not stated) | -2 | -1 | 11 | -3 | -0.3 | 111 | 6 | -0.2 | 13
24 | CCOc1cc(CNC(=O)CCCn2c(=O)c3cccn3c3cccnc32)cc(OCC)c1OCC | 9 | -21 | -2 | -5 | -1.0 | 99 | 0 | 7.0 | -27
25 | Cc1ccccc1NC(=S)N(CCCN1CCCCC1)Cc1ccco1 | -8 | -2 | 4 | 2 | 1.0 | 104 | -1 | 1.5 | 9

Further structures follow.
nr | Structure | GalR3 antagonist | GPR7 antag | PfM18AAP inh | OXTR potentiate | V1aR counter | MEKK2 WT-MEK5 | MEKK2mut PB1 HTS | OXTR ag | NALP1 inh
26 | O=C(O)CCC(=O)OC1CC2CCC1C2 (configuration not stated) | -4 | 13 | -19 | -6 | 0.4 | 100 | -2 | 0.1 | 4
27 | CCN(CC(=O)Nc1ccccc1C(F)(F)F)C(=O)c1ccc2c(=O)n3c(nc2c1)CCC3 | 2 | / | / | -3 | 0.1 | / | / | -0.3 | /
28 | CCOC(=O)CSc1nc2ccccc2n1CC(=O)NC(C)(C)C | -7 | 4 | 1 | -4 | -1.7 | 92 | -8 | -1.1 | -19
29 | CC(C)CCNC(=O)C1CCCN(S(=O)(=O)c2ccc(-n3cnnn3)cc2)C1 (configuration not stated) | -11 | -5 | -1 | 4 | 0.2 | 100 | -4 | 0.7 | 17
30 | O=C(COC(=O)CCN1C(=O)c2ccccc2C1=O)Nc1ccc(S(=O)(=O)N2CCCC2)cc1 | -1 | -5 | 4 | -7 | 2.4 | 102 | 1 | 0.1 | 10
31 | COc1ccc(C)cc1S(=O)(=O)N(CC(=O)N1CCOCC1)Cc1ccccc1 | -7 | -8 | 0 | -2 | -1.2 | 99 | 3 | -1.4 | 18
32 | COc1ccc(/C=N/NC(=O)C(=O)N2CCCC2)cc1OC | -9 | -12 | 4 | -3 | -0.7 | 104 | 4 | -2.2 | 15
33 | CN(C)C(CNC(=O)c1ccc2ccccc2n1)c1ccccc1 (configuration not stated) | -9 | 11 | -8 | -10 | 0.4 | 102 | -2 | -0.1 | 1
34 | CCN(CC(=O)NC1CCS(=O)(=O)C1)S(=O)(=O)c1cc(Br)ccc1Br (configuration not stated) | -4 | / | / | 0 | -0.6 | / | / | -1.2 | /
35 | COc1ccc(-c2nnc(SCC(=O)N3CCCCC3)o2)cc1 | -9 | -2 | 4 | -4 | 5.0 | 94 | 0 | 2.7 | 2
36 | C[C@H](NC(=O)C1CCN(C(=O)[C@H](Cc2ccccc2)NC(=O)OC(C)(C)C)CC1)C(=O)O | -2 | -5 | 2 | 2 | 1.1 | 110 | 9 | 1.1 | 1
37 | O=C(Nc1ccccc1)c1ccsc1 | -12 | -13 | -3 | -4 | 1.0 | 96 | -2 | -1.3 | 33
38 | CC#CCCCC(=O)Nc1cc(OC)nc(OC)n1 | -4 | -12 | -5 | 2 | 0.0 | 98 | 1 | 1.1 | -6
39 | Cc1sc(NC(=O)CSc2nnc(C)c(=O)[nH]2)c(C#N)c1C | -8 | 1 | 26 | -1 | -0.2 | 96 | -4 | -0.3 | -8
40 | CSc1nc2ccc(NC(=O)CSc3nnc(N)s3)cc2s1 | -4 | 1 | 2 | -1 | 1.5 | 95 | 0 | 1.9 | 18
41 | CCC(C)(C)n1nnnc1C(c1cc(OC)ccc1OC)N1CCN(Cc2ccccc2)CC1 (configuration not stated) | -8 | 27* | -1 | -1 | -1.8 | 102 | 0 | -2.2 | 4
42 | CC1=C/C(=C\c2ccc(Br)o2)C(=O)O1 | -3 | -3 | 1 | -6 | 0.4 | 114 | 0 | -0.9 | 18
43 | CC12CCC(C(=O)NCc3ccccc3Cl)(OC1=O)C2(C)C (configuration not stated) | -4 | -4 | -1 | -2 | -0.8 | 100 | -2 | -0.6 | 11
44 | CCOC(=O)CCC(NC(=O)CCCC(=O)NC(CCC(=O)OCC)C(=O)OCC)C(=O)OCC (configuration not stated) | -1 | -7 | -2 | -4 | -0.1 | 108 | 1 | 0.7 | 18
45 | CCC(=O)NC(Nc1ccccn1)(C(=O)OC)C(F)(F)F (configuration not stated) | 0 | -9 | 0 | -3 | -0.1 | 94 | -2 | -0.4 | 34
46 | Cc1sc2ncn(CC(=O)N(C)C3CCCCC3)c(=O)c2c1C | -4 | / | / | -4 | -0.2 | / | / | 0.5 | /
47 | Cc1ccsc1/C=C(\C#N)C(=O)Nc1c(C)n(C)n(-c2ccccc2)c1=O | 2 | -1 | 7 | -1 | 0.5 | 95 | -2 | -0.4 | /
48 | COC(=O)Cn1c2ccccc2c2nc3ccccc3nc21 | -11 | -17 | 7 | / | / | 99 | -1 | / | 15
49 | Cc1csc(NC(=O)CSc2nc(=O)cc(N)n2-c2ccc(F)cc2)n1 | -4 | 0 | 3 | -1 | 0.1 | 101 | 0 | -0.3 | 12
50 | CCC1(C)Cc2c(C#N)c(N)n(-c3ccccc3)c(=O)c2CO1 (configuration not stated) | -6 | 2 | -6 | 0 | 0.0 | 86 | -7 | 0.1 | 24
51 | O=C(O)c1ccc(C(=O)C(=O)c2ccccc2)cc1 | -6 | -11 | 8 | -4 | 0.2 | 101 | 6 | 1.1 | /

Eight structures out of the list, sorted by length of the SMILES, low to high.
nr | Structure | GalR3 antagonist | GPR7 antag | PfM18AAP inh | OXTR potentiate | V1aR counter | MEKK2 WT-MEK5 | MEKK2mut PB1 HTS | OXTR ag | NALP1 inh
26 | O=C(O)CCC(=O)OC1CC2CCC1C2 (configuration not stated) | -4 | 13 | -19 | -6 | 0.4 | 100 | -2 | 0.1 | 4
38 | CC#CCCCC(=O)Nc1cc(OC)nc(OC)n1 | -4 | -12 | -5 | 2 | 0.0 | 98 | 1 | 1.1 | -6
51 | O=C(O)c1ccc(C(=O)C(=O)c2ccccc2)cc1 | -6 | -11 | 8 | -4 | 0.2 | 101 | 6 | 1.1 | /
45 | CCC(=O)NC(Nc1ccccn1)(C(=O)OC)C(F)(F)F (configuration not stated) | 0 | -9 | 0 | -3 | -0.1 | 94 | -2 | -0.4 | 34
28 | CCOC(=O)CSc1nc2ccccc2n1CC(=O)NC(C)(C)C | -7 | 4 | 1 | -4 | -1.7 | 92 | -8 | -1.1 | -19
49 | Cc1csc(NC(=O)CSc2nc(=O)cc(N)n2-c2ccc(F)cc2)n1 | -4 | 0 | 3 | -1 | 0.1 | 101 | 0 | -0.3 | 12
27 | CCN(CC(=O)Nc1ccccc1C(F)(F)F)C(=O)c1ccc2c(=O)n3c(nc2c1)CCC3 | 2 | / | / | -3 | 0.1 | / | / | -0.3 | /
36 | C[C@H](NC(=O)C1CCN(C(=O)[C@H](Cc2ccccc2)NC(=O)OC(C)(C)C)CC1)C(=O)O | -2 | -5 | 2 | 2 | 1.1 | 110 | 9 | 1.1 | 1

Bioassay records: PubChem, several laboratories
